Vif inh – blocks HIV Vif function; inhibition, % at 7.49 µM; 340,000 tested, 0.35% active; HEK293T cells, Vif self-association by quenched fluorescence, imaging, 24 h; in the data active = inhibition above about 50%, passing the limit was not always enough; inconclusive = no clear call, values can overlap the other calls; inactive = below about 31%; also: some results filed as inactive read as strong as hits
NOD2 RIPK2 PPI – inhibitors of human NOD2-RIPK2 interaction | O43353 | CHO BLA complementation NOD2-RIPK2, CCF4 ratio | inhibition, % at 4.98 µM | 360,000 tested, 0.38% active; in the data active = inhibition above about 21%;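 also: 0% = vehicle only and 100% = reference blocker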
Target sequence (O43353 whole entry, looked up): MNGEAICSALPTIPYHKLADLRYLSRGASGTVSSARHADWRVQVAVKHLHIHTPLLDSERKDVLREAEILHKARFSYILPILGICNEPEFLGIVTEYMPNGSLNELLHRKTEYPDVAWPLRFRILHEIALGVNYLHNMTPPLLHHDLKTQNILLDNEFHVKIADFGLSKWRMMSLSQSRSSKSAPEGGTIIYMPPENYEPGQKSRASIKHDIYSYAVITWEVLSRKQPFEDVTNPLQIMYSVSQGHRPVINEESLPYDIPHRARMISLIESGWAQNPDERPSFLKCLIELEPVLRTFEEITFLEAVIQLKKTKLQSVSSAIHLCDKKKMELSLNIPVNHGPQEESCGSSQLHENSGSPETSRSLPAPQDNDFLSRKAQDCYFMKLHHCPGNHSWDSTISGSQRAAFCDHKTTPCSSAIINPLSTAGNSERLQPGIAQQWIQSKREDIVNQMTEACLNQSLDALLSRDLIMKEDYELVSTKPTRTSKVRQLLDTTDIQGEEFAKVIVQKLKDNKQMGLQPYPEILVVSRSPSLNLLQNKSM
ABHD5-PLIN5 inh – blocks binding of human ABHD5 to perilipin-5; Q00G26+Q8WTS1; Split G. princeps luciferase complementation, luminescence, 4 h; inhibition, % at 4 µM; 360,000 tested, 0.78% active; AID 602281;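 active = inhibition above the mean inhibition across every tested compound plus 3 SD, cut at about 22% in these data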;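 also: 0% = DMSO only wells and the 100% control is not disclosed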
MC4R antag cAMP – antagonists of human melanocortin 4 receptor (MC4R). P32245. MC4R-expressing cells, MTII-stimulated cAMP, LANCE TR-FRET. inhibition, % at 6.5 µM. 360,000 tested, 0.48% active;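 active = inhibition above its plate's cutoff, the mean of tested wells on that plate plus 3 SD, cut at about 29% in these data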;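 also: 0% = Melanotan II alone and 100% = Melanotan II plus saturating MCL0020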
Target sequence (P32245 whole entry, looked up): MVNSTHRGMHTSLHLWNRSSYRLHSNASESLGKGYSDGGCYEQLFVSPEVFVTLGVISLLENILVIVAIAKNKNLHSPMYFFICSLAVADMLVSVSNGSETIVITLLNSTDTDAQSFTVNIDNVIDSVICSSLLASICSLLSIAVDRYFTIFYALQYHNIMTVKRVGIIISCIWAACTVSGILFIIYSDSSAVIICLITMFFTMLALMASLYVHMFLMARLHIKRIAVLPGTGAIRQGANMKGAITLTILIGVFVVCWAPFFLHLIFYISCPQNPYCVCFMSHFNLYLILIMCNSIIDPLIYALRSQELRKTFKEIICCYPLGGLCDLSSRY
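Assay system: U2OS cells stably expressing human melanocortin 4 receptor (MC4R) / Dosing: 6.5 µM / Timing: compound 30 min, challenge 1 h, detection 1 h / Measured by: Eu-cAMP/anti-cAMP TR-FRET, emission 671 nm / Replicates: singlicate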
ABCB6 inh 2 – blocks the human ABCB6 transporter; K562-ABCB6 porphyrin accumulation, flow cytometry, 1 h; stronger effect = lower value; Q9NP58; 360,000 tested, 0.19% active; fluorescence ratio to DMSO, % at 10 µM; AID 602162;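 active = fluorescence ratio to DMSO below 75%, the collection mean minus 3 SD; inconclusive = too few cells collected in the well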;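 also: signal is porphyrin accumulated inside mitochondria; 100% equals median channel fluorescence of DMSO control wells; lower ratio means ABCB6 inhibition with less porphyrin fluorescence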
Exocytosis inh – blocks lytic granule exocytosis. inhibition, % at 10 µM. 360,000 tested, 0.66% active. AID 651702. TALL-104 LAMP-1 surface exposure, flow cytometry; cells stimulated with thapsigargin and PMA;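 active = inhibition above about 55%, limit read from the data; inconclusive = no clear call, values can overlap the other calls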
TLR9-MyD88 block – TLR9-MyD88 interaction inhibition; inhibition, % at 4.98 µM; AID 504734; CHO BLA complementation TLR9-MyD88, CCF4 FRET ratio; 340,000 tested, 0.21% active;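 active = inhibition above the mean over all tested compounds plus 3 SD, cut at about 21% in these data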;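 also: 0% = DMSO only wells and 100% = clavulanate BLA inhibitor control wells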
N-glyco inh – blocks N-linked glycosylation in D54 reporter cells | 360,000 tested, 0.23% active | AID 588692 | reporter increase, % at 12.5 µM | D54 ERlucT glycosylation luciferase reporter, 24 h; percent of 100 nM tunicamycin response;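 active = mean luciferase reporter signal, scaled so untreated is 0 and the glycosylation-blocking control 100, at or above a set limit in every replicate; inconclusive = mean reaches the limit but not every replicate does; inactive = mean below the limit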;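 also: luciferase carries N-glycosylation sites so blocking glycosylation raises the light; 0% = median of neutral control wells and 100% = median of 100 nM tunicamycin wells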
aDG glyco up – increases alpha dystroglycan glycosylation; AID 624168; activation, % at 10 µM; 360,000 tested, 0.22% active; Pro5-aDG cells, alpha-DG glycosylation AlphaScreen (IIH6); 0% Pro5, 100% B10-LARGE cell signal;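 active = activation of at least 8% versus controls, or a plate z-score of at least 8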;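 also: Pro5 are CHO cells carrying HIG-tagged alpha-DG that lacks glycosylation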
MC4R ag barr – activates human MC4R beta-arrestin recruitment; P32245; 360,000 tested, 0.98% active; activation, % at 8.9 µM; U2OS MC4R beta-arrestin complementation, luminescence; percent of melanotan II response, DMSO zero;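 active = activation above a per-plate cutoff, the mean activation of sample wells on that plate plus 3 SD, cut at about 8% in these data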
* marks the source's active call; other numbers are inactive results; ? = inconclusive; · = no result given.

structure	Vif inh	NOD2 RIPK2 PPI	ABHD5-PLIN5 inh	MC4R antag cAMP	ABCB6 inh 2	Exocytosis inh	TLR9-MyD88 block	N-glyco inh	aDG glyco up	MC4R ag barr
CCC(C)COC(=O)c1ccc(C(=O)O)cc1 (stereo unspecified)	3	1	3	-6	89	-1	-4	-1	0.0	0.5
CC1(C)C2CC=C(/C=N/NC(=O)c3ccccc3Br)C1C2 (stereo unspecified)	3	1	6	4	97	1	2	-2	-0.1	0.3
COc1ccc(OC)c(CC(=O)Nc2cc(S(=O)(=O)N3CCCCC3)ccc2C)c1	-5	-9	2	9	93	-1	-3	-4	0.2	0.1
NC(=O)C1CCCN(C(=O)c2ccc(Cl)cc2)C1 (stereo unspecified)	21	4	4	1	98	-2	-1	2	-0.1	-0.8
CCOC(=O)C1CCN(C(=O)c2ccc(S(=O)(=O)Nc3ccccc3Cl)cc2)CC1	·	-9	7	2	99	-3	10	0	-0.1	0.5
O=S(=O)(NCc1ccncc1)c1ccccc1	-8	-12	3	5	96	2	-1	-1	1.5	0.8
COc1ccc(OC)c(NC(=O)c2c(NC(=O)CCC(=O)O)sc3c2CCCCC3)c1	9	7	-5	1	96	4	3	1	-0.3	-0.8
COc1cc(/C=N/n2nnnc2N)ccc1OCc1c(C)no[n+]1[O-]	5	2	-2	3	97	-2	1	2	0.1	-1.0
COc1ccc(-c2sc3cc(OC)ccc3c2-c2ccc(OCCN3CCOCC3)cc2)cc1	-1	-9	15	12	99	4	-8	-2	-0.3	-3.6
O=C(CNC(=O)c1ccc(-c2ccccc2)cc1)OCc1c(Cl)cccc1Cl	-1	-3	3	-6	96	0	9	-3	-0.1	7.6
O=C(O)c1ccn(CSc2cc(Cl)ccc2Cl)n1	?	-4	-3	3	94	0	-2	1	-0.1	-2.9
COc1ccc(CNC(=O)COC(=O)CN2C(=O)C3CCCCC3C2=O)cc1 (stereo unspecified)	18	-9	0	7	98	9	5	2	-0.1	-0.5
CCOc1ccccc1N1C(=O)CC(Sc2nccc(C)n2)C1=O (stereo unspecified)	5	-6	-1	6	103	1	-5	2	0.0	-0.6
Cc1c(C(=S)Nc2ccccc2)cnn1-c1ccccc1	-4	-4	1	-2	100	-4	-14	-5	0.0	-1.3
CCOC(=O)C1=C(CN2CCN(C(=O)c3ccco3)CC2)NC(=O)NC1c1ccc(F)cc1 (stereo unspecified)	1	2	-4	3	111	-3	7	-4	-0.2	1.3
COCCn1c(-c2ccccc2)nc2oc3cc(OC)ccc3c(=O)c2c1=O	-3	-14	-1	3	100	-3	-9	1	-0.1	-1.9
O=C(C[C@@H]1CC[C@@H]2[C@H](COC[C@H](O)CN2C(=O)Nc2ccc(F)cc2)O1)NCCc1ccncc1	·	-3	1	·	·	9	·	·	0.2	·
O=C1Cc2ccccc2Sc2ccc(O)cc21	-6	3	-12	-2	98	2	-10	0	-0.2	-2.4
CCCN(C(=O)CCNC(=O)Cn1cnc2ccccc2c1=O)c1cccc(C)c1	-4	-5	-5	24	96	-1	-11	1	0.2	0.0
CNC(=S)N1CCC(NC(=O)C(Cc2ccc(OC)cc2)NC(C)=O)CC1 (stereo unspecified)	-9	-6	-3	-5	99	-4	2	2	0.0	0.5
O=C(NC(=S)NC1CCSC1=O)c1cccs1 (stereo unspecified)	11	-5	-6	4	100	-2	11	2	0.1	-0.3
CCc1n[nH]c(=S)n1/N=C/c1cc(Br)c(O)c(OC)c1	-6	5	-1	6	104	-3	-1	2	0.0	-2.4
O=C(O)COc1ccc(/C=N/NC(=O)COc2nsnc2N2CCOCC2)cc1	10	2	1	-1	101	-2	6	0	0.0	0.4
O=C(O)CC(CP(=O)(c1ccccc1)c1ccccc1)C(=O)O (stereo unspecified)	-1	0	16	12	98	0	7	2	-0.2	1.3
COc1ccccc1-c1nnc(NC(C)=O)s1	3	-4	3	3	96	-6	10	1	0.1	3.3
Oc1c(C(c2ccccc2)N2CCOCC2)ccc2ccccc12 (stereo unspecified)	-10	-2	40*	-3	96	-3	0	5	0.1	-1.2
COCCN1C(=O)c2cc(C(=O)Nc3ccc(C)c(F)c3)ccc2C1Nc1ccc(C)c(F)c1 (stereo unspecified)	·	-7	-7	2	95	2	-9	3	-0.5	5.8
CC(CN1CCCCC1)OC(=O)COc1ccc(Cl)cc1 (stereo unspecified)	14	-1	2	8	95	-8	-12	1	0.0	-1.0
CCN(C(=O)COC(=O)CNC(=O)c1ccc(F)cc1)C1CCS(=O)(=O)C1 (stereo unspecified)	-3	4	-2	3	92	-1	-1	1	-0.4	0.7
Cc1cc(C)nc(/N=C2\NC(=O)CC(C(=O)O)N2c2ccc(C)c(C)c2)n1 (stereo unspecified)	9	-5	-1	6	90	-2	6	3	0.2	-1.9
COc1ccc(S(=O)(=O)N(CCC(N)=O)Cc2ccco2)cc1OC	-11	-12	6	1	108	-2	-10	0	0.0	1.0
Fc1ccccc1Cc1noc(CN(Cc2ccccn2)CC2CCCO2)n1 (stereo unspecified)	-11	-2	-5	-4	102	3	4	-1	0.0	-0.3
CCn1cc(/C=C/C(=O)Nc2ccn(Cc3c(F)c(F)cc(F)c3F)n2)cn1	-11	-7	-16	13	102	4	-7	-4	-0.3	2.2
c1ccc(CCCc2nc(-c3ccccn3)no2)cc1	5	-7	3	5	98	-2	-3	3	0.2	1.4
Cc1nnc(C)n1N1C(=O)c2cccc3cccc(c23)C1=O	·	-5	2	1	89	5	-2	4	0.0	-0.6
CCOc1ccc(NC(=O)CN(C)C(=O)CCCOc2ccc(Cl)c(C)c2)cc1OCC	-9	-10	6	2	98	-6	-1	1	-0.2	-1.0
C=Cn1c(C(=O)O)ccc1-c1ccc(CC)cc1	-6	-14	4	6	98	-4	-2	-1	-0.1	-2.2
Cc1ccc(-c2ocnc2C(=O)N2CCOCC2)cc1	9	-8	-4	-2	102	-10	5	0	0.1	0.3
COc1cccc(-n2c(N)cc(=O)nc2SCC(=O)N2CCN(c3ccccc3)CC2)c1	6	-5	-2	-3	99	-2	-3	0	0.1	-1.6
CCOCCCNC(=O)Cn1nc(-c2ccccc2)ccc1=O	-3	-2	-7	5	97	-2	-2	-2	0.0	-0.8

An excerpt from above with just ABHD5-PLIN5 inh and Exocytosis inh:
compound	ABHD5-PLIN5 inh	Exocytosis inh
c1ccc(CCCc2nc(-c3ccccn3)no2)cc1	3	-2
Cc1nnc(C)n1N1C(=O)c2cccc3cccc(c23)C1=O	2	5

Additional records follow:
structure	Vif inh	NOD2 RIPK2 PPI	ABHD5-PLIN5 inh	MC4R antag cAMP	ABCB6 inh 2	Exocytosis inh	TLR9-MyD88 block	N-glyco inh	aDG glyco up	MC4R ag barr
NC1=NC(=O)C(CC(=O)Nc2ccc3c(c2)OCO3)S1 (stereo unspecified)	-32	-1	-1	3	97	-12	-5	3	0.3	2.5
C[C@H]1CC[C@]2(O[C@H](CCO)C[C@@H](O)[C@@H]2O)O1	8	-19	3	-4	99	1	10	0	0.5	0.0
CCC1=C(OC(=O)N(CC)CC)N2C(=O)OC(=NCCc3c[nH]c4ccccc34)[C@]2(C)[C@H]2C1=CC[C@H]1C(=O)N(CC)C(=O)[C@H]12	-5	9	-3	6	92	-13	-5	-4	0.2	0.6
Cc1c(C2(O)CCCCC2)[nH]c2ccc(C#N)cc12	-3	0	0	1	95	5	-2	0	0.4	0.7
CCn1ccnc1CNCc1ccc(OCC(O)CN(C)Cc2ccccc2)cc1 (stereo unspecified)	7	4	3	3	100	2	10	-4	0.1	-0.4
COc1ccccc1N1CCN(CCCN2C(=O)C3CCCN3C2=O)CC1 (stereo unspecified)	5	-3	-3	15	100	-3	-14	1	0.0	2.1
CC(Oc1ccc(Cl)cc1Cl)C(=O)Nc1ccc(O)cc1 (stereo unspecified)	7	-9	-2	1	103	-1	1	-3	-0.1	-0.1
COCCN1C(=O)N(c2cccc(C)c2)C(=O)C1CC(=O)Nc1ccc(F)cc1 (stereo unspecified)	6	-1	3	8	98	0	-1	1	-0.1	-0.4
CCN(CC)C(=O)c1cc(C(C)(C)C)c(O)c(C(C)(C)C)c1	·	-4	-4	13	93	8	3	-3	0.0	0.2
O=C1CC(C(=O)O)(c2ccccc2)c2cccc(F)c21 (stereo unspecified)	-1	-12	0	-1	101	6	-1	1	-0.2	-0.3
CCC(C#CCN1CCOCC1)(CC)OCCC#N	-40	4	4	11	105	-6	-3	0	-0.1	-2.0
COCCNC(=O)C(C)OC(=O)c1nsc(Cl)c1Cl (stereo unspecified)	19	5	0	-2	99	-2	6	1	-0.1	-0.4
NC(=O)c1ccc(NC(=O)COC(=O)c2c3c(nc4ccccc24)/C(=C\c2ccc4c(c2)OCO4)CCC3)cc1	0	7	-4	-10	132	5	9	-5	-0.3	2.5
O=C(CS(=O)(=O)c1cn(Cc2ccccc2Cl)c2ccccc12)N1CCOCC1	-1	-7	14	4	96	2	-3	1	0.0	1.1
CCOc1ccccc1NC(=O)NCc1ccccc1F	-4	-11	-5	8	100	-13	-9	-2	-0.1	-3.0
Cc1cc(C)cc(NC(=O)N2CCC(C(=O)c3ccc(F)cc3)CC2)c1	-4	-2	2	1	101	-1	-6	0	0.6	-1.5
CN=C(Nc1cc(C)nn1CCC#N)c1ccccc1F	-3	1	1	1	82	-3	1	1	0.2	-2.6
COc1ccc2oc(C(=O)NCc3ccco3)c(C)c2c1	4	2	5	5	90	4	-7	0	0.2	-0.3
CCOC(=O)N1CCN(C(=O)Nc2ccc3oc(C)nc3c2)CC1	2	8	-19	8	96	1	5	0	1.0	-1.6
NC(=O)Cn1c(S(=O)(=O)Cc2ccccc2)nc2ccccc21	8	2	-1	4	94	-1	7	0	-0.1	-1.7
O=C1C2C3C=CC(C3)C2C(=O)N1CNc1ccccn1 (stereo unspecified)	-12	-7	-2	1	96	0	-3	-2	-0.1	-1.9
Cc1cc(-c2nnc(SCC(=O)Nc3c(C)cccc3C)n2N)n[nH]1	0	·	·	·	100	16	-3	-2	-0.4	·
CC12COC3(C(=O)Nc4cccnc4)CC1CCC32C (stereo unspecified)	1	-5	-4	11	89	-2	-6	-2	0.1	-0.7
Cn1c(SCC(=O)Nc2sccc2C#N)nnc1-c1ccccc1	-22	-1	5	-2	104	-10	5	4	0.0	1.2
COc1cc(-c2cc3nc(NCc4cccs4)ccn3n2)cc(OC)c1OC	2	-10	-11	6	92	-6	·	13	-0.2	0.8

This is a subset; the hit share may differ from the screen's.
